12-LOX inh: ALOX12 (human) lipoxygenase inhibition | P18054 | purified 12hLO, xylenol orange hydroperoxide absorbance | Potency, µM (titrated, usually from 108 µM), for inactives: at the top dose activity change, negative = inhibition, most hits filed as inhibitors | actives 1.1% (n = 580,000); active = well fitted inhibition curve with a large enough effect; inconclusive = small, poorly fitted or top-dose-only effect, or another doubt; inactive = no such curve, though single readings can be large or run the other way
Target sequence (P18054 whole entry, looked up): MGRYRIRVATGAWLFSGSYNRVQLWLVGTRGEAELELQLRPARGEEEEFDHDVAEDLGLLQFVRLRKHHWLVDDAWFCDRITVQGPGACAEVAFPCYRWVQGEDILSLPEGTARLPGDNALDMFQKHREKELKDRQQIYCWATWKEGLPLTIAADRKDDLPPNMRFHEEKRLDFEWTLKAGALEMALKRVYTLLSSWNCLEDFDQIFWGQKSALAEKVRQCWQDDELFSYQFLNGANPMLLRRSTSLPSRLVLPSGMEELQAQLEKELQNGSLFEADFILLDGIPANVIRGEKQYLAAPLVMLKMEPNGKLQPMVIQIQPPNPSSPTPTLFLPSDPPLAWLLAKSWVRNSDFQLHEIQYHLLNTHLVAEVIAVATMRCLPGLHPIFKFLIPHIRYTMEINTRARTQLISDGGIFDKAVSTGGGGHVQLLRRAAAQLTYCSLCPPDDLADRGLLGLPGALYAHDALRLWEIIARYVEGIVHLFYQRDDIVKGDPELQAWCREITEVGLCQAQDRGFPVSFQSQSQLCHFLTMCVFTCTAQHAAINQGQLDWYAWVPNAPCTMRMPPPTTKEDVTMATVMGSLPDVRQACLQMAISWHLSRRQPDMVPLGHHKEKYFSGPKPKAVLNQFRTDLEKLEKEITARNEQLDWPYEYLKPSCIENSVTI
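Purified human 12hLO (150 nM final) in 25 mM Hepes, 0.01% Triton X-100, pH 7.0 was preincubated 15 min at room temperature with compound. Then 40 uM arachidonic acid was added, 30 min. Hydroperoxide was read by Fe-XO absorbance ratio 573/405 nm.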
* hit, by the source's call; u = inconclusive; [ ] = another dose, or the depositor's remark. % is set by controls: 0 for no effect and ±100 for the full control effect; potency is the fitted concentration of half-maximal effect.

SMILES,12-LOX inh
Cc1nc(N2CCN(C)CC2)ncc1-c1cc(=O)[nH]c(N2CCc3ccccc3C2)n1,13%
Cc1ccc2oc(C(=O)Nc3ccc(F)cc3)cc(=O)c2c1,18%
Cc1cc(Cl)ccc1S(=O)(=O)N1CC(c2nc(-c3ccncc3)no2)C1,-1%
Nc1[nH]c(C(=O)c2ccccc2)c(-c2ccc(Br)cc2)c1C(=O)c1ccccc1,u
C=CCNC(=S)N/N=C(/C)c1ccncc1,-13%
COc1cc(OC)cc(C2=Cc3ccccc3C(CC(=O)c3ccco3)N2c2ccc(-c3cnc(OC)nc3)cc2)c1 (stereo not given),0%
CCOC(=O)N1CCC(NC2CC(=O)N(CCc3ccc(OC)cc3)C2)CC1 (stereo not given),-5%
CCn1c(=O)n(CC(=O)N(C)CC(=O)Nc2ccccc2Br)c2ccccc21,-9%
COc1ccccc1N1CCN(C(=O)Cn2cccc2-c2nc(-c3ccc(F)cc3)no2)CC1,u
CC(C)c1cccc(-c2csc(C(C)(O)c3ccc(F)c(F)c3)n2)c1 (stereo not given),-5%
Cc1ccc(CNC(=O)C2Cn3cccc3C(=O)N2Cc2cccnc2)o1 (stereo not given),2%
CCCN(CC1CCOC1)C(=O)Nc1ccc(F)c(Cl)c1 (stereo not given),47%[activator]
Cc1cc(C)cc(Cn2cc(CN3CC(N(C)C)CS3(=O)=O)nn2)c1 (stereo not given),0%
Cc1ccc(-n2nnnc2SCC(=O)N(C)c2ccccc2C(=O)NCc2ccco2)c(C)c1,u
CCn1cc(CN2CCCCCNC(=O)[C@@H]3CCC[C@@H]32)c(C)n1,5%

(continued)
SMILES,12-LOX inh
COc1ccccc1C(=O)N1CCC2CCN(C(=O)OC(C)(C)C)C2C1 (stereo not given),8%
NC(=O)C1CCN(C(=O)CCCC(=O)N2CCN(C(=O)c3cc4ccccc4[nH]3)CC2)CC1,u
CC(C)(CNC(=O)c1cccc(S(=O)(=O)N2CCCCC2)c1)N1CCOCC1,2%
Cc1noc(-c2cccc(OC3CN(C(=O)Nc4cccc(F)c4)C3)c2)n1,2%
Cc1cc2occ(CC(=O)N3CCCn4nc(CO)cc4C3)c2cc1Cl,17%
Cc1ccc(S(=O)(=O)N2[C@H](c3cccc(Cl)c3)CC(=O)[C@@H]3CN(S(=O)(=O)c4ccccc4C)[C@H](c4ccc(Cl)cc4)C[C@@H]32)cc1,12%
CC1=C(C(=O)N2CCOCC2)CC(CC(=O)NC2CCCCC2)C(=O)N1CCCN1CCCC1=O (stereo not given),7%
CCc1ccc2occ(CC(=O)N(Cc3cccs3)C3CCS(=O)(=O)C3)c2c1 (stereo not given),u
Cn1ccc(NC(=O)C2(C)CCc3cnc(NCc4ccccc4)nc32)n1 (stereo not given),-8%[176 µM]
Cn1c(=O)n([C@H]2CCCN(C(=O)c3ccn[nH]3)C2)c2ncccc21,37%[activator]
CC(C)C1C(=O)N(Cc2cn(CCC3OCCO3)nn2)CCS(=O)(=O)N1Cc1ccc(-c2cccc(CO)c2)cc1 (stereo not given),0%
CCCNC(=O)N1CCCCC1c1noc(COc2ccc(F)cc2)n1 (stereo not given),24%
O=C(NCc1ccccn1)C1CCCN(C(=O)c2cccc(C(F)(F)F)c2)C1 (stereo not given),44%[activator]
CN(C)c1ccc(C(=O)NCC2CCN(C(=O)C(=O)c3cccs3)CC2)cc1,8%
CN1CCc2nc(N3CCN(CC4CCCCC4)CC3)sc2C1,71%[activator]

The list goes on.
SMILES,12-LOX inh
COc1ccc(C2Cn3nnc(C(=O)N4CCC(C(=O)NC5CC5)CC4)c3CO2)cc1 (stereo not given),3%
COc1ccc(Cl)cc1NC(=O)CCC1CCCN(C(=O)Cn2cccn2)C1 (stereo not given),18%
CCn1cc(CN(C)CC(=O)N2CCCCCC2)ccc1=O,47%[activator]
COCC1CN(C(=O)Cc2ccccc2F)CC12CCNCC2 (stereo not given),50%[activator]
Cn1c(=O)c(F)c(Nc2ccc(I)cc2F)c2c(=O)n(C[C@@H](O)CO)cnc21,-8%[57.4 µM]
COc1ccccc1C(=O)N1CCCC(n2cc(-c3noc(C)n3)nn2)C1 (stereo not given),22%
CCCNC(=S)Nc1ccc(Cl)c(Cl)c1,-6%
CCNC(=O)N[C@H]1[C@H](O)[C@@H](Oc2ccccc2)[C@@H]2OC[C@H]1O2,6%[176 µM]
Cc1ccc2c(n1)N(C)[C@H](CO)CCN(Cc1cccc(Cl)c1)C2,0%[176 µM]
O=C(c1cc(CN2CCOCC2)on1)N1CCC2(CC1)NCCc1c2[nH]c2ccccc12,32%[activator]
CCN(CC)C(=O)C1CCCN(Cc2ccc3c(c2)CN(Cc2cc(OC)cc(OC)c2)CCO3)C1 (stereo not given),28%
N#CC(c1ccc(N)cc1)C(CC(=O)c1ccccc1)c1ccccc1 (stereo not given),-40%
CN1C[C@H](O)C[C@H]1c1nnc2n1CCN(C(=O)C1CCCCC1)CC2,-3%
CCc1cccc(NC(=O)c2nn(C)c3c2COc2ccccc2-3)c1,34%
CN(CCc1cn[nH]c1)c1ccc(-c2nc(-c3ccccc3F)no2)cn1,65%[activator]

Remaining list, next part:
SMILES,12-LOX inh
Cn1cc(CN2CCCC23CCN(c2ccnc4c(C(F)(F)F)cccc24)CC3)cn1,51%[activator]
Cc1ccc2cccc(NC(=O)c3ccc(N4CCCCC4)c([N+](=O)[O-])c3)c2n1,4%
CN(C)C[C@@H]1CN(c2ncccn2)C[C@H]1NC(=O)COc1ccc(F)cc1,65%[activator]
Cc1ccc(S(=O)(=O)N(CC(=O)N2CCCC2)c2cccc(Cl)c2)cc1,-8%
CN1CCCCC(NC(=O)c2ccccn2)C1=O (stereo not given),8%
Cc1c(CC(=O)NC2CCOC2=O)c2c(n1Cc1ccccc1F)CCCC2=O (stereo not given),3%
Cc1cccc(/C=C(/C(=O)N(C)Cc2ccsc2)c2cccs2)c1,-19%
Cc1ccc(C)c(NC(=O)C(Sc2ccccc2)c2ccccc2)c1 (stereo not given),-3%
C[C@@H]1CN([C@@H](C)CO)C(=O)CCCn2nncc2CO[C@@H]1CN(C)S(=O)(=O)c1ccc(F)cc1,6%
NC(=O)C1(C(=O)N2CCC(n3nccc3NC(=O)c3ccccc3)CC2)CC1,-1%
CC(CNC(=O)c1cc(C2CC2)nc2ccccc12)c1ccccc1 (stereo not given),-1%
CCC(C)c1ccc2oc(-c3ccc(Cl)c(NC(C)=O)c3)nc2c1 (stereo not given),6%
Cc1nn(-c2ccc(F)cc2)c(Oc2ccccc2)c1CCC(=O)NCC1CC1,73%[activator]
CC(C)C1=C/C(=C/c2ccccc2)C(C)/C(=C/c2ccccc2)C1=O (stereo not given),u
CN(CC(=O)Nc1ccccc1Cl)C(=O)COC(=O)COc1ccc2oc3c(c2c1)CCCC3,9%

Later entries.
SMILES,12-LOX inh
Cc1[nH]ncc1CNC(=O)CCC[C@H]1NC[C@@H]2C[C@H]1CN(Cc1ccccc1)C2,u
CC(=O)OC[C@@H]1CN(Cc2ccccc2)C[C@H](n2cnc3c(N4CCN(c5ccccc5)CC4)ncnc32)O1,-3%
CC1Oc2ccc(NC(=O)Nc3ccccc3)cc2CN(Cc2ccccc2)C1=O (stereo not given),2%
O=C1c2cc(N3CCOCC3)nc(-c3ccc(F)cc3)c2CN1CC1CC1,32µM*
CCN(Cc1ccccc1)C(=O)[C@@]12CCCC[C@H]1N(CCOC)C(=O)CC2,38%
C=CCOC(=O)Nc1nc(CCNC(=O)OC(C)(C)C)c(C(=O)OC)s1,-1%
COc1cc(CCN(C(=O)c2cc3ccccc3[nH]2)C(c2ccccn2)c2nc3ccccc3[nH]2)cc(OC)c1 (stereo not given),9%
N#C[C@H](c1ccccc1)C1CCN(C(=O)c2ccco2)CC1,-26%
O=C(NCCc1cccc(Cl)c1)C1CCOCC1,16%
Cc1cc(-c2cc(NC(=O)Cc3c[nH]c4ccccc34)ccc2N(C)c2cccnc2)ccc1F,-11%
CC(C)(C)c1ccc(C2CC(=O)c3cnc(NCc4ccccc4)nc3C2)cc1 (stereo not given),-26%
Cc1nc(N(C)C)ncc1C(=O)NCc1ccccc1,3%
CCCCCC1CCC(=O)O1 (stereo not given),-27%[176 µM]
O=C(NC1CCCCC1)[C@@H]1C[C@@H](O)CN1C1CCN(C(=O)c2ccoc2)CC1,8%
CCNC(=O)N1CC(c2nnc(-c3ccncc3)o2)C2(CCOCC2)C1 (stereo not given),40%[activator]

An excerpt from above in order of heavy-atom count, falling:
SMILES,12-LOX inh
Cc1ccc(S(=O)(=O)N2[C@H](c3cccc(Cl)c3)CC(=O)[C@@H]3CN(S(=O)(=O)c4ccccc4C)[C@H](c4ccc(Cl)cc4)C[C@@H]32)cc1,12%
COc1ccccc1N1CCN(C(=O)Cn2cccc2-c2nc(-c3ccc(F)cc3)no2)CC1,u
CCNC(=O)N1CC(c2nnc(-c3ccncc3)o2)C2(CCOCC2)C1 (stereo not given),40%[activator]
Cc1ccc2oc(C(=O)Nc3ccc(F)cc3)cc(=O)c2c1,18%
CCCN(CC1CCOC1)C(=O)Nc1ccc(F)c(Cl)c1 (stereo not given),47%[activator]

(continued)
SMILES,12-LOX inh
Nc1nc(CN2CCN(Cc3ccc4c(c3)OCO4)CC2)nc(Nc2ccccc2Cl)n1,-2%
Cc1ccc(S(=O)(=O)N(C)Cc2ccccc2C(F)(F)F)cc1,3%[176 µM]
COCCCN(CCC(=O)N1CCC(C)CC1)C(=O)c1cc(C)oc1C,7%
COC(=O)[C@@H](NC(=O)C1CCCN(c2nc(C)c3ccc(C)cc3n2)C1)C(C)C (stereo not given in full),-23%
Cc1ccc(-c2nnc3ccc(NCCN(C)C)nn23)nc1,16%[176 µM]
COc1ccc(-c2nc(CS(=O)(=O)CC(=O)NCCc3ccc(Cl)cc3)c(C)o2)cc1,-3%
COc1cccc(N2C(=O)NC(=NC3CCCC3)C23CCN(Cc2ccsc2)C3)c1 (stereo not given),8%[6.33 µM]
Cc1noc(-c2cn(C3CCN(C(=O)c4ccc(C)c(C)c4)CC3)nn2)n1,20%
C[C@@H]1CN([C@H](C)CO)C(=O)CCCn2cc(nn2)CO[C@H]1CN(C)S(=O)(=O)c1cn(C)cn1,u
CC(NC(=O)Cn1nc(-c2ccc(F)cc2)oc1=O)c1ccccc1 (stereo not given),16%
Cc1ccc(C(=O)NNC(=S)NC(C)(C)C)cc1,-6%
O=C(O)CCCC(=O)N[C@H]1CO[C@H]2[C@@H]1OC[C@@H]2Nc1nccc(-c2cccc(F)c2)n1,39%[activator][176 µM]
CN1C[C@@H](C(=O)Nc2ccccc2)[C@H](C2CCNCC2)C1,-12%
C[C@H]1CN([C@@H](C)CO)C(=O)CCCn2nncc2CO[C@@H]1CN(C)Cc1cccc(C(F)(F)F)c1,6%
CNc1ccc(-c2noc([C@@H]3CCCN3Cc3cnc4ccccc4c3)n2)cn1,1%[176 µM]

More structures:
SMILES,12-LOX inh
CC(=O)c1ccc(N2CCN(C(=O)c3noc4c3CCc3sccc3-4)CC2)cc1,-14%
COC[C@@H]1CN(C(=O)c2ccc(C#N)cc2)C[C@H]1c1ccncc1,29%
COc1ccc(CCNC(=O)[C@H]2CCC[C@H]2NC(=O)c2cnc(C)cn2)cc1OC,6%
O=S(=O)(c1ccccc1)N1CCCC(c2nc(CCOc3ccc(F)cc3)no2)C1 (stereo not given),47%[activator]
O=C(c1cnn2c1CN([S+](=O)([O-])c1cccc(C(F)(F)F)c1)CC2)N1CCOCC1,4%[6.33 µM]
CCOc1ccc(-c2cc3c(=O)n(CCNC(=O)c4ccc(Cl)cc4)ccn3n2)cc1,u
NC(=S)c1csc(CCNC(=O)c2ccccc2)n1,-1%
O=C(O)C(C(=O)/C=C/c1ccccc1)=C1SCCS1,u
CC(NC(=O)c1ccc2cccc(F)c2n1)c1ccccc1-n1cccn1 (stereo not given),11%
Cc1ccc(C(=O)N2CCCN(c3cc(-c4ccc(Br)cc4)[nH]n3)CC2)cn1,9%
COCc1nncn1C1CCN(C(=O)c2cccc(OC)c2)CC1,39%[activator]
Cc1ccc(CS(=O)Cc2ccc(Cl)cc2)cc1 (stereo not given),-11%
COC(=O)C1=C(C)N(Cc2cccc(C(F)(F)F)c2)C(=NCc2ccccc2)NC1c1ccc(Cl)cc1 (stereo not given),u
CC1(C(=O)NS(=O)(=O)c2ccc3ccccc3c2)CCN1C(=O)C1(c2ccc(Cl)cc2)CCC1 (stereo not given),-24%

An excerpt of these results, with values ahead of the structure.
| 12-LOX inh | Compound |
| --- | --- |
| 24% | CCCNC(=O)N1CCCCC1c1noc(COc2ccc(F)cc2)n1 (stereo not given) |
| 44%[activator] | O=C(NCc1ccccn1)C1CCCN(C(=O)c2cccc(C(F)(F)F)c2)C1 (stereo not given) |
| 8% | CN(C)c1ccc(C(=O)NCC2CCN(C(=O)C(=O)c3cccs3)CC2)cc1 |
| 71%[activator] | CN1CCc2nc(N3CCN(CC4CCCCC4)CC3)sc2C1 |
| 3% | COc1ccc(C2Cn3nnc(C(=O)N4CCC(C(=O)NC5CC5)CC4)c3CO2)cc1 (stereo not given) |
| 18% | COc1ccc(Cl)cc1NC(=O)CCC1CCCN(C(=O)Cn2cccn2)C1 (stereo not given) |

Screens as filed in PubChem.

Only part of the results is shown; the hit share may differ from the screen's.
